From PubChem
12-LOX inh – inhibitors of human 12S-lipoxygenase ALOX12 | P18054 | purified 12hLO, xylenol orange hydroperoxide absorbance | Potency, µM (doses to about 108 µM), for the others: top-dose activity change, negative = inhibition, usual class: inhibitors | 580,000 compounds, 1.1% hits | AID 1671190; note: potency is the fitted concentration of half-maximal effect; % is set by controls: 0 for no effect and ±100 for the full control effect
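Purified human 12hLO at 150 nM in 25 mM Hepes, 0.01% Triton X-100, pH 7.0, preincubated 15 min at room temperature with compound. Reaction started with 40 uM arachidonic acid, 30 min at room temperature. Hydroperoxide measured by Fe-xylenol orange, 573/405 nm absorbance ratio.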
HP1b binding inh – inhibitors of HP1-beta chromodomain binding to methylated histone tails; P83916; AlphaScreen HP1-beta / biotin-H3K9me3 peptide binding; Potency, µM (doses to about 114 µM), for inactives: at the top dose activity change, negative = inhibition, actives largely listed as inhibitors; 390,000 compounds, 0.56% hits; note: potency is the fitted concentration of half-maximal effect; nearly all actives have a fitted effect of over 70% in size; inactives centre near 23
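Compound inhibition of the preformed complex between 50 nM HP1-beta and 50 nM biotinylated H3K9me3 peptide was read by AlphaScreen. Buffer was PBS pH 7.4 with 0.01% Tween-20. Incubations ran 30 min at room temperature, with 10 ug/mL donor/acceptor beads.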
PI4K2A block – inhibitors of human PI4K2A; activity change, negative = inhibition, % at 76.9 µM; purified PI4K2A, ADP-Glo luminescence, 1 h; hits give low values; 420,000 compounds, 0.13% hits; Q9BTU6; AID 1346378; in the data active = activity change below about -50%; inconclusive = mostly about -30% to -49%;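 note: -100% = wells without enzyme as full effect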
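ADP-Glo luminescence measured ADP generated by PI4K2A enzyme (4 ug/mL before mixing) with 1.2 mM PI substrate (pre-mix) and 300 microM ATP (pre-mix). Tris pH7.5 buffer with MgCl2, Triton X-100; 1 h reaction at ambient temperature.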
ERG-DNA inh – blocks human ERG Ets domain binding to DNA; fluorescence polarization, His-ERG Ets domain / labelled DNA; Potency, µM (doses to about 76.9 µM), for inactives: top-dose FP activity, negative = inhibition, usual class: inhibitors; 370,000 compounds, 0.028% hits; active = well fitted inhibition curve with a large enough effect in the polarisation, with a control signal flat; inconclusive = small, poorly fitted or top-dose-only effect, or effect the other way, or a change in a side signal; inactive = no such curve, though single readings can be large or run the other way; the % refers to the polarisation;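 note: polarization taken with two DNA probes labelled with fluorescein and Texas red; potency is the fitted concentration of half-maximal effect; % of control where 0% means no effect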
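His-tagged ERG Ets domain (1 uM in the protein solution; 300mM KCl, 50mM Tris-HCl, 1mM EDTA, 1mM DTT, pH 7.5) received compound, then a probe mix of 5 nM fluorescein-DNA and 100nM Texas-615-DNA. Fluorescence polarization was read for both dyes.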
RGS4 inh – blocks human RGS4-accelerated GTP hydrolysis; P49798; Transcreener GDP fluorescence polarization, RGS4-accelerated GTP hydrolysis; Potency, µM (highest dose often 114 µM), for inactives: at the top dose activity change, negative = inhibition, most hits filed as inhibitors; 390,000 compounds, 0.039% hits; AID 504845; note: potency is the fitted concentration of half-maximal effect; % is set by controls: 0 for no effect and ±100 for the full control effect; nearly all actives have a fitted effect of over 75% in size; some results filed as inactive show a strong effect at the top dose
Target sequence (P49798 whole entry, looked up): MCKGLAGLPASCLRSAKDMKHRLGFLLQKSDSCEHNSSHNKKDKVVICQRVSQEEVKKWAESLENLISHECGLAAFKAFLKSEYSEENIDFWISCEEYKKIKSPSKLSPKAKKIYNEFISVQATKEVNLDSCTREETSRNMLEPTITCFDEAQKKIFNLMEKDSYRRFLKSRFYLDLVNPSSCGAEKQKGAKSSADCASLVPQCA
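MLSMR compounds (23 nl, pin-transferred) preincubated 10 min at room temperature with a 500nM (2x) first reagent, then RGS4 at 900nM (2x) plus Transcreener GDP mix added; fluorescence polarization (620/688 nm) read before and after 90 min at 30 °C.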
G9a block – G9a (human) methyltransferase inhibition | Potency, µM (doses to about 102 µM), inactives show at the highest dose activity, negative = inhibition, actives largely listed as inhibitors | G9a H3K9 monomethylation, AlphaScreen, 2 h | 350,000 compounds, 8.8% hits; note: potency is the fitted concentration of half-maximal effect; % is set by controls: 0 for no effect and ±100 for the full control effect; nearly all actives have a fitted effect of over 75% in size
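Compounds were preincubated with 20 nM G9a for 15 min, after which biotinylated H3K9 peptide (500 nM) and SAM (20 uM) started a 2 h room-temperature reaction. Monomethylated product was quantified by antibody-based AlphaScreen chemiluminescence.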
JMJD2A Tudor – inhibitors of human JMJD2A Tudor domain; O75164; AlphaScreen JMJD2A-Tudor / H3K4me3 peptide binding; Potency, µM (series often up to 114 µM), inactives show at the highest dose activity change, negative = inhibition, actives largely listed as inhibitors; 390,000 compounds, 4.4% hits; AID 504339; note: potency is the fitted concentration of half-maximal effect; % is set by controls: 0 for no effect and ±100 for the full control effect; nearly all actives have a fitted effect of over 50% in size
GLS inh – glutaminase GLS (human) inhibition | 410,000 compounds, 0.21% hits | Potency, µM (highest dose often 45.5 µM), for inactives: at the highest dose activity change, negative = inhibition, hits mostly inhibitors | AID 624170 | GLS enzymatic activity, qHTS titration | O94925; note: potency is the fitted concentration of half-maximal effect; % is set by controls: 0 for no effect and ±100 for the full control effect
Target sequence (O94925 whole entry, looked up): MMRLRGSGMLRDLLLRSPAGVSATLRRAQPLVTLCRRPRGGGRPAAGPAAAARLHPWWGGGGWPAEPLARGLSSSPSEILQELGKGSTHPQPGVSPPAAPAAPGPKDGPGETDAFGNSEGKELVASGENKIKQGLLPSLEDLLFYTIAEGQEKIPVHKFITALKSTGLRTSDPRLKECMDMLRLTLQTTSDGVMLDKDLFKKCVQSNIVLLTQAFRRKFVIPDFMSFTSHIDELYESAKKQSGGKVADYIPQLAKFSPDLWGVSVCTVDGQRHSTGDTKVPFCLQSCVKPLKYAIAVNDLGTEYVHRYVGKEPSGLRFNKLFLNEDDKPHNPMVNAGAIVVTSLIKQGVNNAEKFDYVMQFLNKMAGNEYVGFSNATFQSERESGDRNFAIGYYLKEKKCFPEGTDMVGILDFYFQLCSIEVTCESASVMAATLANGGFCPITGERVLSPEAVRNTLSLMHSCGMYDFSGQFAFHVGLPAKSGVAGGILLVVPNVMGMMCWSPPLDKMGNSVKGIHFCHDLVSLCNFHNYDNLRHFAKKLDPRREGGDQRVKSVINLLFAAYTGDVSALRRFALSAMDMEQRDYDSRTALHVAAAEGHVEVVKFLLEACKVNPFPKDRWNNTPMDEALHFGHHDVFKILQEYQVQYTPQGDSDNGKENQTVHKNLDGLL
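hKGA in 45 mM KH2PO4 (pH 8.2), 0.02% Tween-20 with compound, then 1mM L-Glutamine (stock as added) plus glutamate oxidase/HRP/Amplex red coupling mix. Fluorescence read initially and after 30 min at RT; signal change reflects glutamate formation.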
BAZ2B block – inhibitors of human BAZ2B bromodomain. AID 504333. Potency, µM (series often up to 114 µM), for inactives: at the highest dose activity change, negative = inhibition, hits mostly inhibitors. 360,000 compounds, 4.4% hits. AlphaScreen BAZ2B-H3K14Ac peptide displacement. Q9UIF8; note: potency is the fitted concentration of half-maximal effect; % is set by controls: 0 for no effect and ±100 for the full control effect; nearly all actives have a fitted effect of over 60% in size
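AlphaScreen displacement: compounds (up to 110uM) incubated 30 min at room temperature with a preformed 50 nM BAZ2B/50 nM biotinylated H3K14Ac peptide complex in PBS pH 7.4 with Tween-20. Donor and acceptor beads at 10 ug/mL final added, 20 min light-protected before reading.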
Numbers without * were called inactive; ? = inconclusive; / = no result given; [ ] = remark or other dose. Unless noted, calls come from the whole dose curve; as a rule, active = well fitted curve in the direction sought with a large enough effect; inconclusive = small, poorly fitted or top-dose-only effect, or another doubt; inactive = no such curve, though single readings can be large; an effect the other way counts as inactive or inconclusive. The list is partial; count on the stated rates, not on these rows.

G9a block,HP1b binding inh,GLS inh,PI4K2A block,SMILES,JMJD2A Tudor,RGS4 inh,ERG-DNA inh,BAZ2B block,12-LOX inh
?,47%[activator],1%,-4,Cc1cc(N2CCOCC2)ccc1/C=C1\NC(=O)N(CC(=O)Nc2ccc(F)cc2)C1=O,-19%,19%[11.4 µM],-5%,-15%,-22%
/,48%[activator],4%,4,CCOC(=O)C1CCN(c2c(NCc3ccc(C(=O)Nc4ccc(C)cc4)cc3)c(=O)c2=O)CC1,10%,-25%,-3%,-5%,0%
27%[59 µM],19%,5%,4,Cc1ccc(/C=C2/C(=O)N=C(N)N2C)s1,-12%,-30%,-8%,11%,-20%
-12%[0.501 µM],63%[activator],33%[activator],-26,CCc1nnc(N/N=C/c2ccc(O)c(OC)c2)n1N,-13%,-23%,-10%,0%,?
/,-31%,18%,-2,CC1(C)C=Cc2c(ccc3c2OC[C@@H](c2ccc(O)cc2O)C3)O1,?,0%,-2%,/,?
16%,21%,-1%,4,O=C1CC(C(=O)Nc2ccc(Cl)cc2)S/C(=N\N=C\c2ccco2)N1 (stereo unspecified),-9%,14%,9%,-28%,15%
12%[59 µM],35%,-1%,-4,CCc1ccc(NC(=O)CSCCN2C(=O)c3ccccc3C2=O)cc1,-8%,15%[11.4 µM],10%,-21%,-15%
/,19%,-1%,-4,CCOc1ccc(NC(=S)N2CCN(S(=O)(=O)c3ccc(OC)cc3)CC2)cc1,-30%,-13%,5%,?,?
?,31%,-7%,-3,COc1ccc2ccccc2c1/C=N/n1cnnc1,-11%,-6%,9%,-4%,0%
/,2%,8%,4,COCC1CCCN(C(=O)c2cc(COc3ccc(C(C)=O)cc3)on2)C1 (stereo unspecified),-18%,11%,-14%,/,6%
/,30%,7%,14,Cc1oc(-c2ccc(Cl)cc2)[n+]([O-])c1C,-14%,-24%,5%,-2%,?
45µM*,24%,0%,-4,Cc1cc(/C=C2\SC(=O)N(C)C2=O)c(C)n1-c1ccc(S(N)(=O)=O)cc1,-8%,-21%,13%,-3%,?
13%,8%,5%,1,Cc1cccc(C)c1NC(=O)C1(N(C(=O)c2ccccn2)c2ccc(O)cc2)CCCCC1,-8%,4%,-2%,-1%,-2%
?,20%,4%,-5,COC(=O)Nc1ccc2c(c1)N(C(=O)CCN1CCN3CCCC3C1)c1ccccc1S2 (stereo unspecified),-18%,-14%,-13%,?,?
1.6µM*,-25%,-1%,-4,COc1ccc(C(=O)Nc2ccc(-c3n[nH]c(=S)o3)cc2)cc1OC,?,?,9%,?,?
8%[59 µM],41%[activator],-1%,3,Nn1c(SCC(=O)NCCC2=CCCCC2)nnc1C(F)(F)F,-4%,-15%,8%,2%,2%
5%[59 µM],17%,-5%,4,O=C(NCc1ccccc1)c1ccc2c(c1)N(Cc1ccccc1)C(=O)c1ccccc1S2(=O)=O,-18%,1%,2%,-15%,-22%
-7%,30%,-8%,4,Cc1cc(C)n2nc(CNS(=O)(=O)c3cccc([N+](=O)[O-])c3)nc2n1,-11%,10%,5%,-1%,2%
-9%[0.501 µM],29%,16%,-1,O=C(NCCNC(=O)c1ccccc1O)c1ccccc1O,-21%,-13%,4%,?,10%
18%,47%[activator],-9%,-2,Cc1ccc(N2C(=O)CC(Cc3cccc(C)c3)C2=O)cc1 (stereo unspecified),7%,-18%,8%,2%,-5%
-4%,25%,1%,-1,O=C(NCc1cccc(OC(F)(F)F)c1)C1CCC(=O)N(Cc2cccc(F)c2)C1 (stereo unspecified),-6%,-12%,1%,-7%,-24%
?,17%,-7%,1,Cc1csc(NC(=O)c2c(-c3ccccc3)noc2C)n1,-17%,-6%,0%,-1%,-1%
16%[59 µM],23%,-5%,4,CC(=O)N1c2ccccc2NC2=C(C(=O)CC(C)(C)C2)C1c1cccn1C (stereo unspecified),-13%,7%,6%,-23%,-6%
/,39%[activator],-12%,-5,C=CCn1c(=N)n(CC(=O)c2ccc(OC)cc2)c2ccccc21,-2%,-10%,13%,-11%,-11%
8%[12.7 µM],35%[activator],-2%,3,COc1ccc(NC(=O)c2cn3c(nc4ccccc43)c(C#N)c2C)cc1,-30%,-10%[56.9 µM],-2%,0%,5%
54%[activator],69%[activator],-1%,-5,Cc1cccc2cc(C#N)c(NCc3ccccc3)nc12,25%,9%,1%,23%,36%[activator]
-34%,27%,3%,1,COc1cc(NC(=O)COC(=O)C=C(C)C)c(C)cc1[N+](=O)[O-],-20%,-2%,-5%,?,-14%
14%,46%[activator],6%,?,Clc1ccccc1/C=C/c1nc(-c2ccccn2)no1,-10%,7%,2%,-9%,0%
-43%[12.7 µM],5%,-8%,1,O=C(COC(=O)c1ccc(=O)n(Cc2ccccc2)n1)Nc1ccc2c(c1)OCCO2,-5%[57.1 µM],-37%[56.9 µM],-9%,-29%,-3%
?,9%,33%[activator],-16,CCc1[nH]nc2c1C(c1ccc(Br)s1)C(C#N)=C(N)O2 (stereo unspecified),-23%,?,5%,-29%,?
/,6%,-1%,0,CCOc1ccc(CCN2C(=O)C(=O)N([C@@H](CC(C)C)CN3CCC[C@@H]3CN3C(=O)C(=O)NC[C@@H]3Cc3ccccc3)C[C@@H]2CC(C)C)cc1,-20%,-3%,2%,/,?
-3%,6%,8%,0,CCN(CC)S(=O)(=O)c1cccc(C(=O)NC(Cc2c[nH]c3ccccc23)c2nnc3n2CCCCC3)c1 (stereo unspecified),-21%,-3%,-1%,?,11%
5%,34%,0%,-5,N#C/C(=C/c1cn[nH]c1-c1cccc(Br)c1)C(=O)O,-6%,-9%,2%,-3%,-1%
/,20%,20%,-18,O=c1cc(O)c(-c2ccc(Cl)cc2)c(Cl)[nH]1,-12%,0%,-14%,-29%,?
1%[59 µM],13%,-13%,1,CCn1c(CNc2ccc(C(=O)O)cc2)nc2ccccc21,-5%,0%,/,-7%,23%
9%,51%[activator],0%,3,O=C(COC(=O)C1CCN(S(=O)(=O)c2cccs2)CC1)Nc1ccc(F)cc1F,3%,-5%,-1%,-3%,2%
17%,50%[activator],2%,-1,COc1ccccc1C(=O)NC(=O)COC(=O)Cc1n[nH]c(=O)c2ccccc12,-4%,30%,12%,-2%,16%
?,35%,-1%,2,CC(=O)NC12CC3CC(C1)CC(C(=O)Nc1nc4ccc(F)cc4s1)(C3)C2,-33%,-53%,0%,-25%,-5%
?,54%[activator],2%,12,Cn1c(=O)n(-c2ccc(Br)cc2F)c(=O)c2sc3ccccc3c21,-5%,-7%,1%,2%,-30%
20%[59 µM],52%[activator],-1%,10,O=C(CSc1ncn[nH]1)NCCc1ccccc1,-1%,-19%,1%,3%,-13%

Exported tab-delimited: entries from further up.
structure	G9a block	HP1b binding inh	GLS inh	PI4K2A block	JMJD2A Tudor	RGS4 inh	ERG-DNA inh	BAZ2B block	12-LOX inh
N#C/C(=C/c1cn[nH]c1-c1cccc(Br)c1)C(=O)O	5%	34%	0%	-5	-6%	-9%	2%	-3%	-1%
O=c1cc(O)c(-c2ccc(Cl)cc2)c(Cl)[nH]1	/	20%	20%	-18	-12%	0%	-14%	-29%	?
CCn1c(CNc2ccc(C(=O)O)cc2)nc2ccccc21	1%[59 µM]	13%	-13%	1	-5%	0%	/	-7%	23%
O=C(COC(=O)C1CCN(S(=O)(=O)c2cccs2)CC1)Nc1ccc(F)cc1F	9%	51%[activator]	0%	3	3%	-5%	-1%	-3%	2%
COc1ccccc1C(=O)NC(=O)COC(=O)Cc1n[nH]c(=O)c2ccccc12	17%	50%[activator]	2%	-1	-4%	30%	12%	-2%	16%
CC(=O)NC12CC3CC(C1)CC(C(=O)Nc1nc4ccc(F)cc4s1)(C3)C2	?	35%	-1%	2	-33%	-53%	0%	-25%	-5%
Cn1c(=O)n(-c2ccc(Br)cc2F)c(=O)c2sc3ccccc3c21	?	54%[activator]	2%	12	-5%	-7%	1%	2%	-30%
O=C(CSc1ncn[nH]1)NCCc1ccccc1	20%[59 µM]	52%[activator]	-1%	10	-1%	-19%	1%	3%	-13%
